TAAR1 agonist: human TAAR1 agonism. AID 624467. activation, % at 3 µM. 360,000 tested, 0.99% active. Q96RJ0. CHO RD-HGA16 TAAR1, Fluo-8 calcium fluorescence; vehicle wells 0%, saturating PEA agonist 100%;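 active = activation above the mean activation of all test compounds in the run plus 3 SD, cut at about 38% in these data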
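System: CHO-derived RD-HGA16 cells with stable Gα16 and human TAAR1 / Times: 17-24 h plating, Fluo-8 75 min 37 °C, 30 min RT / Technique: calcium-sensitive Fluo-8 signal, excitation 470-495, emission 515-575 nm / Measure: % activation relative to PEA EC100 response / Benchmarks: DMSO and PEA EC100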
V1R ag counter: V1a receptor agonism, counter-screen for OXTR agonists; P37288; AID 2797; CHO-V1R cells, Fluo-8 calcium fluorescence, agonist mode; 0% DMSO, 100% 3 nM vasopressin; 320,000 tested, 0.25% active; activation, % at 3 µM;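 active = activation above the mean activation of all tested compounds plus 3 SD, per screening run, cut at about 20% in these data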;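 also: signal is peak over basal fluorescence ratio across a 100 second FLIPR read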
Target sequence (P37288 whole entry, looked up): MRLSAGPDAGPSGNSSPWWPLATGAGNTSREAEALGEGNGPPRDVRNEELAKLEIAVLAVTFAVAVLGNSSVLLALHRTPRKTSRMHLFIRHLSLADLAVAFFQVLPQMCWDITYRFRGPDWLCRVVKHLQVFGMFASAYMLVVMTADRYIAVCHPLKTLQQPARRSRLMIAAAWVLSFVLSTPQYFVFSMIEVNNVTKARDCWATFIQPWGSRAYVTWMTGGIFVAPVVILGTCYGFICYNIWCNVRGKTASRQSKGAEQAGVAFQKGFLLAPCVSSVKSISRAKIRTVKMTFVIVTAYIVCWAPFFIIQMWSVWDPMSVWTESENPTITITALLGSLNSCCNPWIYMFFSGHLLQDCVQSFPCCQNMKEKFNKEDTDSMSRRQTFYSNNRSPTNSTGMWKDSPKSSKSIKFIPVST
CHRM1 antagonist: human CHRM1 antagonism. P11229. CHO-K1 hM1, Fluo-8 calcium fluorescence, ACh EC80 antagonist. inhibition, % at 3 µM. 360,000 tested, 1.3% active. AID 588852;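 active = percent inhibition above its own plate's cutoff, namely the mean of that plate's compound wells plus 3 SD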;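 also: peak over basal fluorescence ratio during 140 s after agonist addition; 0% = ACh EC80 plus DMSO and 100% = DMSO alone without agonist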
CHRM1 agonist: activates human CHRM1 receptor. P11229. CHO-K1 hM1, Fluo-8 calcium fluorescence, agonist mode; 0% DMSO, 100% acetylcholine EC100. activation, % at 3 µM. 360,000 tested, 0.33% active. AID 588814;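 active = activation above the run's mean compound activation plus 3 SD, cut at about 16% in these data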;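 also: peak over basal fluorescence ratio within a 140 s kinetic read after compound addition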
OXTR agonist: activates the human oxytocin receptor; P30559; CHO-OTR cells, Fluo-8 calcium fluorescence; normalized: DMSO 0%, oxytocin 100%; activation, % at 3 µM; 320,000 tested, 0.32% active; AID 2435;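 active = activation above the mean of all tested compounds plus 3 SD, cutoff set per screening run, cut at about 20% in these data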;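 also: peak over basal fluorescence ratio from a 100 s FLIPR kinetic read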
Target sequence (P30559 whole entry, looked up): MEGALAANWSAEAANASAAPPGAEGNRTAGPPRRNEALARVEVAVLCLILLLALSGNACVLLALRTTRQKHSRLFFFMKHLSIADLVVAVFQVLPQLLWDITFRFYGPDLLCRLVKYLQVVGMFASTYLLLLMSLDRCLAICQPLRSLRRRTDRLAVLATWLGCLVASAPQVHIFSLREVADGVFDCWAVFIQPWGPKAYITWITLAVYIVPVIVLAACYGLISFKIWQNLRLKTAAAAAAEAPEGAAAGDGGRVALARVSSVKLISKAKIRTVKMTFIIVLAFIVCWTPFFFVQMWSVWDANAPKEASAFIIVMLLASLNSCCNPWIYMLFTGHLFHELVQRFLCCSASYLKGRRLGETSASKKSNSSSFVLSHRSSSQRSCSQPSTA
OXTR potentiate: potentiators of human oxytocin receptor. P30559. CHO-OTR cells, Fluo-8 calcium fluorescence, potentiator mode; 0% = oxytocin EC15, 100% = EC100. activation, % at 3 µM. 320,000 tested, 0.061% active;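 active = activation above that plate's cutoff, the mean activation of tested compounds plus 3 SD, cut at about 6.6% in these data, passing the limit was not always enough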;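 also: 100% uses oxytocin at 75 nM as the full agonist control; some results filed as inactive read as strong as hits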
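Material: human OTR in CHO cells. Compound: 3.0 µM, one dose. Timing: compound 6 min at room temperature before oxytocin, 100 s read. Evaluation: % activation of max/min ratio relative to oxytocin controls. Replication: single well per compound, singlicate. Signal: Fluo-8 calcium dye fluorescence.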
TAAR1 antag: human TAAR1 antagonism. CHO RD-HGA16 TAAR1, Fluo-8 calcium fluorescence, antagonist. inhibition, % at 3 µM. 360,000 tested, 1.5% active;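 active = inhibition above a per-plate cutoff, the mean inhibition of test compounds on that plate plus 3 SD, cut at about 49% in these data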;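 also: 0% = DMSO plus EC80 beta-PEA response and 100% = DMSO alone without agonist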
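System: CHO RD-HGA16 cells bearing hTAAR1. Reagent: EC80 β-phenethylamine stimulus. Schedule: seeding 17-24 h prior, 75-min 37 °C, 30-min RT dye loading. Signal: Fluo-8 intracellular calcium dye fluorescence, real-time kinetic reads. Read-out: % inhibition from peak post-agonist over basal fluorescence ratio. Benchmarks: vehicle wells and EC80 agonist wells. Replicates: n of 1.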
CHO parental Ca: signal in parental CHO cells, OX1R antagonist counter-screen | parental CHO-K1, ATP-induced calcium, Fluo-8 fluorescence | inhibition, % at 5.6 µM | 330,000 tested, 0.63% active | AID 463079;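 active = inhibition above that plate's mean sample inhibition plus 3 SD, cut at about 26% in these data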;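 also: 0% = ATP-challenged DMSO wells and 100% = DMSO wells without ATP; some compounds past the cut are filed as inactive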
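Test system: untransfected parental CHO cell line. Compound: one dose, 5.6 µM nominal. Detection: intracellular calcium via Fluo-8 no-wash fluorescent dye. Measure: % inhibition. Benchmarks: ATP-challenged DMSO wells low, unchallenged DMSO wells high.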
CHRM1 PAM: potentiates human M1 receptor response to acetylcholine; AID 588819; activation, % at 3 µM; CHO-K1 hM1, Fluo-8 calcium fluorescence, ACh EC20; 0% = ACh EC20, 100% = maximal ACh; 360,000 tested, 0.088% active; in the data active = activation above about 19%, passing the limit was not always enough
Numbers without * were called inactive; · = no result given.

SMILES	TAAR1 agonist	V1R ag counter	CHRM1 antagonist	CHRM1 agonist	OXTR agonist	OXTR potentiate	TAAR1 antag	CHO parental Ca	CHRM1 PAM
O=C1/C(=C/c2ccc(Br)cc2)Oc2cc(O)ccc21	6	12	13	3	15	-21	15	20	-3
COCCn1c(C)cc(C(=O)CSc2nc3ccccc3c(=O)[nH]2)c1C	18	11	26	9	13	-21	45	3	-16
CC(=O)Nc1ccc(SCC(=O)OCC(=O)NC(=O)NC2CCCC2)cc1	4	1.4	2	-9	-1.2	-12	15	-15	5
CC(C)=C1C2C=CC1C(C(=O)Nc1cccc(C)c1)C2C(=O)O (stereo not drawn)	4	1.0	-19	-5	-1.2	-1	-13	-4	2
Cc1cc(NC(=O)c2ccc(S(=O)(=O)N(C)C)cc2)no1	-1	1.0	8	-3	0.9	-7	12	-8	-2
CCCCN1C(=O)C(CC(=O)NC(c2ccccc2)c2ccccc2)CC(C(=O)N2CCOCC2)=C1C (stereo not drawn)	0	·	-10	-6	·	·	-6	·	6
CCc1[nH]nc2c1C(Cc1ccccc1)C(C#N)=C(N)O2 (stereo not drawn)	3	1.4	13	-5	0.4	-2	-5	-12	-8
O=C(CSc1nnc(-c2ccncc2)n1Cc1ccco1)Nc1cccc(O)c1	1	0.1	-4	-7	-0.1	-8	-18	-5	4
CCc1cccc(OCCCCNCCCOC)c1	16	-1.0	4	5	0.1	-1	3	-4	-1
COc1ccc(OCC(=O)OC(C)CN2CCCCC2)cc1 (stereo not drawn)	1	0.5	-17	0	0.1	-8	-4	-6	13
CCOC(=O)c1sc2nc(C)nc(N3CCN(c4ncccn4)CC3)c2c1C	0	-0.1	-8	-3	0.3	-6	-24	-4	2
COc1cccc(N=C2SC(C(=O)Nc3ccccc3F)CC(=O)N2C)c1 (stereo not drawn)	16	-0.2	-35	-1	-0.5	-2	-11	-11	10
COc1cc(/C=N/NC(=O)c2ccncc2)ccc1Oc1ccc([N+](=O)[O-])cn1	2	1.1	-7	-5	0.9	-4	2	-11	10
O=C(NCCCN1CCOCC1)c1ccc(NS(=O)(=O)c2cccc([N+](=O)[O-])c2)cc1	2	-0.3	1	-6	0.1	-4	-8	10	-2
Cc1c(NC(=O)c2ccccc2NC(=O)c2ccccc2)cccc1C(=O)O	1	0.7	-14	5	-0.1	2	1	-11	21
CC(C)CNC1=CC(=O)CC(c2ccco2)C1 (stereo not drawn)	4	-0.7	15	-1	0.0	-2	11	-5	4
O=C(CCN1CCCCC1)c1ccc2c(c1)OCO2	11	1.9	-5	3	1.5	-13	4	-16	3
Clc1ccc(C2Nc3cccc4cccc(c34)N2)cc1	2	-0.5	-8	-2	-0.9	1	-8	-7	7
CC(C)c1ccccc1NC(=O)c1ccc(CN(c2ccccc2)S(=O)(=O)c2ccccc2)cc1	·	0.8	·	·	-0.6	-9	·	-17	·
C/C(=N\NC(=O)c1ccc(O)cc1)c1cccc(NC(=O)c2ccccc2C)c1	0	0.3	-7	-3	-0.3	-7	-5	-4	5
CC1(C)CC2CC(C)(CN2C(=O)COc2cccc3ccccc23)C1 (stereo not drawn)	1	-1.0	-23	-4	-2.4	-19	-25	-3	4
O=C(OCCSCCOC(=O)C1CC=CCC1)C1CC=CCC1 (stereo not drawn)	2	·	-16	2	·	·	-8	·	14
COc1ccc(OCCNC(=S)Nc2cccc3ccccc23)cc1	8	2.4	0	-4	0.5	-7	23	-3	-6
O=C(c1cccs1)N1CCCC(N2CCN(c3ccc(F)cc3)CC2)C1 (stereo not drawn)	2	2.1	5	-13	1.2	1	-12	-17	-7
COCCNC(=O)C1CCCN(C(=O)c2ccc3sccc3c2)CC1 (stereo not drawn)	1	·	-11	3	·	·	-16	·	3

The closing 3 entries of the section before open the next one.
SMILES	TAAR1 agonist	V1R ag counter	CHRM1 antagonist	CHRM1 agonist	OXTR agonist	OXTR potentiate	TAAR1 antag	CHO parental Ca	CHRM1 PAM
COc1ccc(OCCNC(=S)Nc2cccc3ccccc23)cc1	8	2.4	0	-4	0.5	-7	23	-3	-6
O=C(c1cccs1)N1CCCC(N2CCN(c3ccc(F)cc3)CC2)C1 (stereo not drawn)	2	2.1	5	-13	1.2	1	-12	-17	-7
COCCNC(=O)C1CCCN(C(=O)c2ccc3sccc3c2)CC1 (stereo not drawn)	1	·	-11	3	·	·	-16	·	3
Cc1cc2oc(=O)cc(CN3CCOCC3)c2cc1C(C)C	4	-1.2	-11	-4	-2.5	-4	-12	-14	8
COc1cccc(NC(=O)c2ccc3c(c2)C(=O)N(CC2CCCO2)C3=O)c1 (stereo not drawn)	5	6.2	-7	0	2.1	-9	0	-5	2
O=C(Nc1ccc(Nc2ccccc2)cc1)c1ccc(Br)o1	10	3.0	-4	-3	0.4	-2	25	10	8
COc1ccccc1N(C)S(=O)(=O)c1ccc(C(=O)Nc2cc(F)ccc2C)cc1	8	5.0	20	0	5.9	-8	31	-10	-15
O=C(NNc1c(F)c(F)cc(F)c1F)c1ccc(Cl)nc1	2	1.0	3	-2	1.1	-9	-13	-2	6
CC1C(=O)CC(c2ccccc2)NC1c1ccccc1 (stereo not drawn)	6	-1.5	-5	-9	-2.0	-6	-17	2	0
O=C(CO)N/N=C/c1ccccc1F	13	1.0	-29	-1	1.1	-9	2	-7	6
CCOC(=O)N1CCN(C(=O)Cn2cc3c(n2)CCCC3)CC1	6	0.3	8	-2	0.3	-3	-12	-16	-1
CCCC(=O)OCCNc1cc(SCc2ccco2)c2nonc2c1[N+](=O)[O-]	-1	0.1	-3	-3	-1.5	-6	3	-14	5
CN(Cc1ccc(F)cc1)C(=O)CN1C(=O)c2ccccc2S1(=O)=O	5	2.5	-12	1	1.8	-2	-13	-13	9
COc1ccc(NC(=O)c2sc3ncnc(N4CCN(c5ccccn5)CC4)c3c2C)cc1Cl	12	1.9	-13	-3	-1.2	-13	80*	30	9
CCCC1CCc2c(c3ccccc3[nH]c2=O)O1 (stereo not drawn)	12	-1.1	1	-3	-2.2	-5	-24	-29	3
CC(NC(=O)c1cccc(S(=O)(=O)N2CCN(Cc3ccccc3)CC2)c1)c1ccc(Cl)cc1 (stereo not drawn)	2	·	-6	-4	·	·	-17	·	6
Cc1ccc(NC(=O)COC(=O)CCc2ccc(S(=O)(=O)N3CCOCC3)cc2)c(C)c1	16	1.4	-14	-7	0.3	-3	6	5	11
CSCC(C)N1CCC(n2nccc2NC(=O)CCCc2ccccc2)CC1 (stereo not drawn)	2	2.0	-4	-2	1.6	-10	-12	-21	1
CCOC(=O)CC[C@H](NC(=O)Cn1cnc2c(SC)nc(N)nc21)C(=O)OCC	1	1.4	-7	-4	1.1	-5	-13	-9	4
COc1ccc(/C=C2\NC(=S)N(CC3CCCO3)C2=O)c(OC)c1 (stereo not drawn)	6	-0.5	-40	2	-0.6	-10	-9	-11	10
Cc1ccc(NC(=O)CSc2nnc(CN3CCOCC3)n2C)cc1C	3	-0.5	-7	-13	5.9	-8	-6	-1	5
O=c1c(O)c(-c2ccc(O)c(O)c2)oc2cc(O)ccc12	11	·	-2	2	·	·	-7	·	5
Cn1c(C(=O)NC2CCCCCC2)cc2c(=O)n(C)c3ccccc3c21	2	-1.9	-7	-6	-2.2	-7	27	-27	1
COc1ccc(NC(=O)c2ccc(F)cc2)cc1S(=O)(=O)Nc1cc(C)ccc1Br	2	0.7	0	15	0.6	-5	12	-14	3
COC(=O)CCN(Cc1cc(OC)ccc1OC)S(=O)(=O)c1ccccc1Br	1	·	-13	-6	·	·	-11	-23	2
CN(C(=O)c1ccc(NC(=O)Cc2ccc(NC(=O)C3CCN(C(=O)CCc4ccccc4)CC3)cc2)cc1)C1CCCC1	0	·	-1	-6	·	·	-11	·	4
COc1ccc(C(O)c2coc3ccc(O)c(CN(C)C)c23)cc1 (stereo not drawn)	11	5.0	5	-1	5.0	-11	2	-22	2
O=C(NCC1CC1)NC(=O)c1c(F)cccc1Cl	5	-0.1	-3	-7	-0.9	-18	-25	2	1
Cc1cc(C)c2c(ccc3ccccc32)n1	-1	·	-9	-8	·	·	-3	·	5

Single records, as listed above. Screens in order: TAAR1 agonist, V1R ag counter, CHRM1 antagonist, CHRM1 agonist, OXTR agonist, OXTR potentiate, TAAR1 antag, CHO parental Ca, CHRM1 PAM
Cc1cc2oc(=O)cc(CN3CCOCC3)c2cc1C(C)C is listed as 4, -1.2, -11, -4, -2.5, -4, -12, -14, 8
COc1ccc(/C=C2\NC(=S)N(CC3CCCO3)C2=O)c(OC)c1 (stereo not drawn) is listed as 6, -0.5, -40, 2, -0.6, -10, -9, -11, 10

Taken from the listing, 3 compounds:
SMILES	TAAR1 agonist	V1R ag counter	CHRM1 antagonist	CHRM1 agonist	OXTR agonist	OXTR potentiate	TAAR1 antag	CHO parental Ca	CHRM1 PAM
COc1ccc(NC(=O)c2sc3ncnc(N4CCN(c5ccccn5)CC4)c3c2C)cc1Cl	12	1.9	-13	-3	-1.2	-13	80*	30	9
CCCC1CCc2c(c3ccccc3[nH]c2=O)O1 (stereo not drawn)	12	-1.1	1	-3	-2.2	-5	-24	-29	3
CC(NC(=O)c1cccc(S(=O)(=O)N2CCN(Cc3ccccc3)CC2)c1)c1ccc(Cl)cc1 (stereo not drawn)	2	·	-6	-4	·	·	-17	·	6
